MIN6 prolif: MIN6 beta-cell proliferation induction; 330,000 compounds, 0.29% hits; proliferation, % at 10 µM; AID 2380; MIN6 cells proliferation, ATPlite luminescence, 48 h; cells starved in 0.2% serum; 100% = growth in 10% serum;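 active means compounds whose signal lies at least 3.5 SD above the mean of all wells on their plate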;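 further: 0% = DMSO-treated cells in low-serum medium and 100% = 10% serum control; some compounds called inactive have numbers as strong as hits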
hIAP inh: blocks human intestinal alkaline phosphatase; inhibition, % at 10 µM; P09923; purified IAP, CDP-Star luminescence, 30 min; 330,000 compounds, 0.12% hits;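 active means inhibition reaching a set limit with compound at 10 µM in the primary screen, cut at about 35% in these data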;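 further: plate controls were DMSO wells with enzyme for no effect and no-enzyme buffer wells for full effect; values of inactives mirror those of a sister screen read the other way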
APOBEC3A inh: human APOBEC3A DNA deaminase inhibition; P31941; recombinant A3A, FAM/TAMRA ssDNA deamination fluorescence; inhibition, % at 20 µM; 330,000 compounds, 0.41% hits;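 active means at least 40% inhibition at 20 µM here, with at most 30% in a related deaminase screen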;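 further: plate controls were A3A with DMSO for no effect and wells lacking A3A enzyme for full effect; some results filed as inactive read as strong as hits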
Target sequence (P31941 whole entry, looked up): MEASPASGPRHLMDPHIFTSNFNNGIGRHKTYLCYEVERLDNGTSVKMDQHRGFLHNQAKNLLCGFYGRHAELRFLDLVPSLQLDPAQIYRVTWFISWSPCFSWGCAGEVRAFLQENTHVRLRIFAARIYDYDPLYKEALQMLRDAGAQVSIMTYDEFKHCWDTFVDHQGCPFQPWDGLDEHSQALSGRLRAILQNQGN
SENP1 FRET inh: blocks the human SENP1 SUMO protease catalytic domain; 360,000 compounds, 0.21% hits; inhibition, % at 10 µM; recombinant SENP1 catalytic domain, CyPet-SUMO1-YPet FRET cleavage; Q9P0U3;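 active means inhibition at least 30% at 10 µM, raw YFP signal under a set limit, fluorescence ratio 0.5 to 1.5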;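 further: 0% = enzyme with DMSO and 100% = no enzyme wells; some results filed as inactive read as strong as hits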
Target sequence (Q9P0U3 419-644 limits assumed): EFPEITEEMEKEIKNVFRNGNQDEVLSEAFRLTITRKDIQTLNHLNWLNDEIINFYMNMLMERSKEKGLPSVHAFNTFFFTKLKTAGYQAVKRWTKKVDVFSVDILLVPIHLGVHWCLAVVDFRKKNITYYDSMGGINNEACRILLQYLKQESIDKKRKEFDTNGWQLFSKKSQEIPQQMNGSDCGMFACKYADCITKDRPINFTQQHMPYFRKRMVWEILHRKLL
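Assay system – human recombinant His6-tagged SENP1 catalytic domain enzyme · Input – SENP1 enzyme, 20 pM final · Buffer or medium – Tris pH 8 buffer plus EDTA, NaCl, BME, BSA, NP40, catalase · Schedule – 50 min reaction at room temperature · Technique – FRET read of cyan and yellow fluorescence · Control set – no-enzyme wells low, DMSO-plus-enzyme wells high control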
mIAP inh: mouse IAP inhibition | purified mouse IAP, CDP-Star luminescence, 30 min | inhibition, % at 10 µM | 330,000 compounds, 0.2% hits | AID 2806;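 active means inhibition of at least 40% at 10 µM in the primary screen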;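 further: plate controls were DMSO with enzyme for no effect and no enzyme wells for full effect; values of inactives mirror those of a sister screen read the other way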
NALP3 yeast inh: inhibitors of NALP3 inflammasome in yeast; 330,000 compounds, 0.39% hits; inhibition, % at 10 µM; Yeast reconstituted NLRP3/ASC/caspase-1, beta-gal luminescence, 24 h;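 active means inhibition of 50% or more; inactive means inhibition below 50%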;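 further: plate controls were induced DMSO wells for no effect and uninduced yeast grown without galactose for full effect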
APOBEC3G inh: APOBEC3G (human) deaminase inhibition. 330,000 compounds, 0.28% hits. inhibition, % at 20 µM. recombinant A3G, ssDNA deamination FAM/TAMRA fluorescence;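 active means inhibition of at least 40% at 20 µM, with no more than 30% in the related APOBEC3A deaminase screen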;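 further: plate controls were DMSO wells with A3G for no effect and wells lacking A3G enzyme for full effect; some compounds called inactive have numbers as strong as hits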
Target sequence (Q9HC16 whole entry, looked up): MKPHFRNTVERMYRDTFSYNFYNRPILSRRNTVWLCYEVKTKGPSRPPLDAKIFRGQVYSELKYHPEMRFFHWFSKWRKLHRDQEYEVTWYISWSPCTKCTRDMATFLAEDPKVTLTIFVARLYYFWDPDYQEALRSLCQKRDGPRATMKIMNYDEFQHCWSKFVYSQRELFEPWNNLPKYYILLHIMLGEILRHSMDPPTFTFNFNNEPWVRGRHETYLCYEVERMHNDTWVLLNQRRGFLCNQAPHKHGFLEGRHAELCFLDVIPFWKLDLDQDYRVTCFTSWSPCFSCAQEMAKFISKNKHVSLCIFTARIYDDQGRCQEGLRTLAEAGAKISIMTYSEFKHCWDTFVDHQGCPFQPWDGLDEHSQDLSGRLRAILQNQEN
mIAP act: mouse IAP activation; muIAP, CDP-Star luminescence, 30 min; stronger effect = higher value; 1 = vehicle-only enzyme signal, 0 = enzyme-free wells; activation factor at 10 µM; 330,000 compounds, 0.24% hits;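 active means activation factor of at least 2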; further: the source names both 10 and 20 µM as test concentration; values of inactives mirror those of a sister screen read the other way
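Assay system: mouse IAP enzyme / Compound: DMSO-dissolved test compounds / Timing: 30 min, room temperature / Measured by: luminescence from enzymatic CDP-Star hydrolysis / Control set: DMSO-only wells, enzyme-free buffer wells as negative control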
hIAP act: human IAP activation; P09923; purified human IAP, CDP-Star luminescence, 30 min; stronger effect = higher value; 1 = vehicle-only enzyme, 0 = enzyme-free background; activation factor at 10 µM; 330,000 compounds, 0.16% hits;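 active means activation factor of the enzyme at least 2-fold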; further: the source names both 10 and 20 µM as test concentration; values of inactives mirror those of a sister screen read the other way
* marks the source's active call; other numbers are inactive results; x = not tested or not shown; & = joins results of further samples. Some of the compounds tested. The share of hits here may be higher or lower than overall.

SMILES	MIN6 prolif	hIAP inh	APOBEC3A inh	SENP1 FRET inh	mIAP inh	NALP3 yeast inh	APOBEC3G inh	mIAP act	hIAP act
CC(=O)c1cccc(NC(=O)C(OC(=O)c2cccs2)c2ccccc2)c1 (configuration not stated)	0	-5	-1	2	12	6	-3	0.88	1.1
O=[N+]([O-])C1=C(Nc2cccc3ccccc23)CS(=O)(=O)C1	0	28	1	1	9	8	1	0.91	0.72
CCN(CC)S(=O)(=O)c1ccc(=O)[nH]c1	-4	0	-2	1	3	6	-7	0.97	1
CNc1c(NS(=O)(=O)c2ccc(F)cc2)c(=O)oc2ccccc12	4	15	-1	-1	-2	13	-8	1	0.85
CCOC(=O)C(OC(=O)c1sc(=S)n(C)c1C)C(C)=O (configuration not stated)	-2	-49	-9	2	7	14	-4	0.93	1.5
CC(=O)N1c2ccc(S(=O)(=O)N3CCCC(C(=O)N4CCCC(C)C4)C3)cc2CC1C (configuration not stated)	-1	-9	0	0	1	18	-1	0.99	1.1
O=C(c1cccs1)[C@@H]1[C@@H]2C(=O)N(Cc3ccc4c(c3)OCO4)C(=O)[C@@H]2C2c3ccccc3C=CN21 (some centres not stated)	-5	1	-3	x	46*	10	-1	0.54	0.99
O=c1[nH][nH]c(C(F)(F)F)c1C=NCc1ccccc1Cl	0	-10	5	-1	12	6	2	0.88	1.1
CCOC(=O)C1CCN(C(=O)c2cc3cc(Cl)ccc3[nH]2)CC1	1	4	0	0	4	-24	-4	0.96	0.96
O=C(N/N=C/c1cccc(C(F)(F)F)c1)c1cc2c(s1)-c1ccccc1CC2	-3	-15	-8	0	15	12	-6	0.85	1.1

Copied from the list:
O=c1[nH][nH]c(C(F)(F)F)c1C=NCc1ccccc1Cl – mIAP act: 0.88
O=C(N/N=C/c1cccc(C(F)(F)F)c1)c1cc2c(s1)-c1ccccc1CC2 – SENP1 FRET inh: 0

Following part:
SMILES	MIN6 prolif	hIAP inh	APOBEC3A inh	SENP1 FRET inh	mIAP inh	NALP3 yeast inh	APOBEC3G inh	mIAP act	hIAP act
COC(=O)[C@@H](NC(=O)NCc1ccc(F)cc1)C(C)C	-2	-10	-1	-2	-4	2	-5	1	1.1
C=CCOC(=O)C1=C[C@@H](c2csc3ccccc23)C[C@@H](OCCCCO)O1	-4	17	-4	-12	-3	8	-3	1	0.83
Cc1cccc(-c2nc(CS(=O)CC(=O)N3CCN(C)CC3)c(C)o2)c1 (configuration not stated)	-1	3	-2	-1	-4	6	-6	1	0.97
CCc1cc(=O)oc2c3c(cc(OCC(=O)NCCN4CCOCC4)c12)OC(C)(C)CC3	-4	9	-5	0	-4	6	-9	1	0.91
CCOC(=O)C1=C(C)NC(=O)NC1c1ccc(-c2ccc(F)cc2)o1 (configuration not stated)	-1	7	-2	-37	13	-2	-6	0.87	0.93
CCOc1cc(/C=N/NC(=O)C(=O)NCC2CCCO2)ccc1OCC(=O)N1CCOCC1 (configuration not stated)	-3	-18	-3	2	7	-2	-2	0.93	1.2
CN(C)CCCNc1oc(/C=C/c2ccccc2)nc1C#N	-2	-9	-7	1	-23	3	2	1.2	1.1
CC(=O)Nc1ccc(NC(=O)[C@@H](NC(=O)c2ccccc2F)C(C)C)cc1	0	8	10	2	1	21	-1	0.99	0.92
O=C(NC(=S)Nc1ccccc1N1CCCC1)c1cccs1	-3	-19	-8	-6	9	-42	2	0.91	1.2
CC(OC(=O)C1CC(O)CN1S(=O)(=O)c1ccccc1[N+](=O)[O-])C(=O)N1CCCCC1 (configuration not stated)	-1	-3	-1	2	2	-4	-7	0.98	1
O=C(CSc1nc2ccccc2c(=O)n1-c1ccc(F)cc1F)Nc1ccc(N2CCOCC2)cc1	0	4	1	-11	-4	13	-5	1	0.96
CCOc1cc(CN2CCCC(CO)(Cc3ccc(F)cc3F)C2)ccc1OC (configuration not stated)	-2	-33	0	-6	-9	26	-2	1.1	1.3
COC(=O)c1cccc(N2C(=O)c3cccnc3C2=O)c1	4	-9	-1	2	-2	2	-4	1	1.1
CCCCCCSc1ccc(-c2nc3ccc(C)cn3c2NCc2ccccc2)cc1OC	-7	12	-1	-26&-19	-7	19	-1	1.1	0.88
COc1cccc(CN(C)C(=O)/C=C/c2ccc(S(=O)(=O)N3CCCCCC3)cc2)c1	-1	5	1	0	3	11	1	0.97	0.95
Cc1onc(-c2ccccc2Cl)c1C(=O)N1CCc2ccccc2C1	-1	-7	-1	0	-3	15	-2	1	1.1
CCOC(=O)c1c(S(=O)(=O)N(C)Cc2ccccc2)c(C)n(C)c1C	1	-32	-2	1	5	-2	-1	0.95	1.3
Cc1ccc(S(=O)(=O)n2nc(C)c(Br)c2C)c(C)c1C	-4	-27	-8	-1	6	22	-5	0.94	1.3
Cc1cccc(C)c1NC(=O)COC(=O)c1cc[n+]([O-])cc1	0	13	-2	1	9	14	-6	0.91	0.87
Cc1ccc(C2OC(=O)c3ccccc32)cc1 (configuration not stated)	0	-26	1	0	0	3	4	1	1.3

Entries listed above that bear a hit mark in mIAP inh.
canonical_smiles | hIAP inh | APOBEC3A inh | SENP1 FRET inh | mIAP inh | NALP3 yeast inh | APOBEC3G inh | mIAP act | hIAP act
O=C(c1cccs1)[C@@H]1[C@@H]2C(=O)N(Cc3ccc4c(c3)OCO4)C(=O)[C@@H]2C2c3ccccc3C=CN21 (some centres not stated) | 1 | -3 | x | 46* | 10 | -1 | 0.54 | 0.99

Further results:
SMILES	MIN6 prolif	hIAP inh	APOBEC3A inh	SENP1 FRET inh	mIAP inh	NALP3 yeast inh	APOBEC3G inh	mIAP act	hIAP act
Cn1nnnc1SCC(=O)Nc1cc(S(=O)(=O)N2CCCC2)ccc1Cl	-5	2	-3	1	4	5	-9	0.96	0.98
C=C(C)c1cccc(C(C)(C)NC(=O)Nc2ccc(Cl)cn2)c1	0	10	-1	0	-3	24	-6	1	0.9
Cc1cccnc1NC(=O)CCn1c(=O)oc2ccccc21	-2	-3	1	1	3	-2	-4	0.97	1
O=C(CC1NCCNC1=O)Nc1ccc(Oc2ccccc2)cc1 (configuration not stated)	0	14	-1	-1	-1	16	-5	1	0.86
COCCN(C(=O)COC(=O)/C=C/c1ccccc1Cl)c1c(N)n(Cc2ccccc2)c(=O)[nH]c1=O	-2	-5	3	2	-1	-4	1	1	1.1
COc1ccc(OC)c(NC(=O)CSCc2cnn(-c3ccccc3)c2-n2cccc2)c1	-5	-6	-4	1	1	5	-8	0.99	1.1
C[C@H](CO)N1C[C@H](C)[C@@H](CN(C)C(=O)Nc2ccc(C(F)(F)F)cc2)Oc2c(NC(=O)NC3CCCCC3)cccc2C1=O	-5	-2	-4	0	-24	7	-6	1.2	1
COc1cccc(S(=O)(=O)NCc2ccc(C(=O)NCC3CCCO3)cc2)c1 (configuration not stated)	-4	3	-2	3	7	24	-4	0.93	0.97
N#Cc1c(/N=C/c2ccc(-c3ccccc3C(=O)O)o2)sc2c1CCCC2	1	15	31	11	14	-20	7	0.86	0.85
CN(CC(=O)Nc1c(Cl)cccc1Cl)C(=O)c1ccccc1SCC(=O)N1CCCC1	0	-8	-1	1	-10	13	2	1.1	1.1

Compound profiles (already shown):
Cn1nnnc1SCC(=O)Nc1cc(S(=O)(=O)N2CCCC2)ccc1Cl reads MIN6 prolif: -5; hIAP inh: 2; APOBEC3A inh: -3; SENP1 FRET inh: 1; mIAP inh: 4; NALP3 yeast inh: 5; APOBEC3G inh: -9; mIAP act: 0.96; hIAP act: 0.98
COCCN(C(=O)COC(=O)/C=C/c1ccccc1Cl)c1c(N)n(Cc2ccccc2)c(=O)[nH]c1=O reads MIN6 prolif: -2; hIAP inh: -5; APOBEC3A inh: 3; SENP1 FRET inh: 2; mIAP inh: -1; NALP3 yeast inh: -4; APOBEC3G inh: 1; mIAP act: 1; hIAP act: 1.1

(list continues)
SMILES	MIN6 prolif	hIAP inh	APOBEC3A inh	SENP1 FRET inh	mIAP inh	NALP3 yeast inh	APOBEC3G inh	mIAP act	hIAP act
COc1ccc(NC(=O)Nc2nnc(C(C)(C)C)s2)cc1	1	-5	-3	-1	6	6	-10	0.94	1
CCN1CCn2c1nc(N1CCOCC1)nc2=O	-2	-26	0	-1	-7	8	-5	1.1	1.3
COc1cc(C(=O)NCc2nnc(SCC(=O)N3CCOCC3)o2)cc(OC)c1OC	-1	-1	-4	1	-7	18	-3	1.1	1
O=C1C2CC=C(Cl)CC2C(=O)N1CC1Cc2ccccc2CO1 (configuration not stated)	-3	16	-1	-37	18	23	1	0.82	0.84
CCc1ccc(OCC(=O)NNC(=O)c2cc3ccccc3o2)cc1	2	-11	4	0	-6	20	3	1.1	1.1
COc1ccc(Cl)cc1NC(=O)[C@@H]1CCCN1C(=O)c1cccs1	2	-4	-2	3	-5	28	-6	1	1
CCCCCCCCOC(=O)/C=C/c1c(C)[nH]c(=O)[nH]c1=O	-4	-26	7	1	5	17	0	0.95	1.3
CN(C)c1ccc(NS(=O)(=O)c2cc(Cl)ccc2Cl)cc1	0	19	1	3	5	27	-5	0.95	0.81
Cc1cccn2c(CNCCCn3ncc4ccccc43)c(C(=O)N3CCCCC3)nc12	1	-12	6	-8	-16	30	-6	1.2	1.1
O=C1c2ccccc2CN1c1ccccc1	-2	9	-1	2	1	34	-5	0.99	0.91

Of the compounds above, three have two or more sulfur atoms:
SMILES	MIN6 prolif	hIAP inh	APOBEC3A inh	SENP1 FRET inh	mIAP inh	NALP3 yeast inh	APOBEC3G inh	mIAP act	hIAP act
CCOC(=O)C(OC(=O)c1sc(=S)n(C)c1C)C(C)=O (configuration not stated)	-2	-49	-9	2	7	14	-4	0.93	1.5
O=C(NC(=S)Nc1ccccc1N1CCCC1)c1cccs1	-3	-19	-8	-6	9	-42	2	0.91	1.2
Cn1nnnc1SCC(=O)Nc1cc(S(=O)(=O)N2CCCC2)ccc1Cl	-5	2	-3	1	4	5	-9	0.96	0.98

Next records
SMILES	MIN6 prolif	hIAP inh	APOBEC3A inh	SENP1 FRET inh	mIAP inh	NALP3 yeast inh	APOBEC3G inh	mIAP act	hIAP act
O=C(c1cccs1)N(Cc1cccc(Cl)c1)C1CCS(=O)(=O)C1 (configuration not stated)	-2	-10	-5	1	-4	-15	-7	1	1.1
CC(C)OC(=O)CSc1nc(Cc2ccccc2)nc2ccccc12	0	14	-4	3	7	13	-5	0.93	0.86
CCN(CCCNc1ncnc2nc[nH]c12)c1cccc(C)c1	-3	-97	-1	-4	6	4	-2	0.94	2
Cc1nnc(N/N=C/c2ccccc2O)n1N	-1	-50	4	1	-4	11	0	1	1.5
O=C(O)c1cc(-c2cccs2)nn1-c1cccc(Cl)c1	1	-1	1	2	2	12	-6	0.97	1
CC1(C)CC2CC(C)(CN2S(=O)(=O)c2ccccc2[N+](=O)[O-])C1 (configuration not stated)	3	0	-1	-2	5	8	-4	0.95	1
CC(=O)Nc1ccc(NC(=O)Cn2cnc(S(=O)(=O)N3CCOCC3)c2)cc1	0	0	3	2	-2	15	3	1	1
O=C1CCCCC1	5	9	0	1	-1	-4	-9	1	0.91
CC(=O)c1cnn(-c2nc3c(C)cccc3s2)c1C	7	-4	-3	-1	10	4	-7	0.9	1
CCOC(=O)c1sc(Nc2nc3c(F)cccc3s2)cc1C	-3	-17	0	-29	-18	19	-4	1.2	1.2

From PubChem BioAssay
